From PubChem
tim23-1 inh: tim23-1 yeast growth inhibition. S. cerevisiae tim23-1 growth, BacTiter-Glo luminescence, 24 h. AID 463212. 330,000 tested, 1.3% active. inhibition, % at 20 µM;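 active = growth inhibition of the mutant yeast at or above 50%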;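 also: temperature-sensitive mutant grown at 25 °C; plate controls were DMSO-treated mutant yeast for no effect and medium wells lacking yeast for full effect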
UPR XBP1 act: activators of adaptive arm of unfolded protein response (XBP1); 330,000 tested, 0.33% active; activation, % at 20 µM; AID 463104; CHO-XBP1 luciferase reporter, IRE1-XBP1 UPR activation, luminescence; percent of tunicamycin response, DMSO as zero;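 active = versus positive control, 20 µM dose yields 30% or more activation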;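 also: 100% = tunicamycin at 10 µg/mL and 0% = DMSO only wells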
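Signal: luciferase luminescence; Assay system: CHO-XBP1 luciferase reporter cells; Amount: one thousand reporter cells per well; Dosing: 20 µM single concentration, DMSO 1%; Benchmarks: high control tunicamycin 10 µg/mL final, low control DMSO vehicle only; Schedule: 6 h compound exposure at 37 °C, 5% CO2; Evaluation: percent activation relative to tunicamycin reference.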
APJ antag: blocks the human apelin receptor APJ; CHO-K1 APJ beta-arrestin complementation, luminescence; inhibition, % at 20 µM; 330,000 tested, 0.32% active; AID 2521;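 active = inhibition above about 40% at 20 µM, limit read from the data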;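 also: cells challenged with 10 nM apelin-13 agonist together with compound; plate controls were apelin-13 plus DMSO wells for no effect and DMSO wells lacking apelin-13 for full effect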
APJ ag: APJ receptor agonism. CHO-K1 APJ PathHunter beta-arrestin, luminescence; 0% DMSO wells, 100% apelin. activation, % at 20 µM. 330,000 tested, 0.11% active;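 active = activation more than six SD over the plate average, tested at 20 µM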;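 also: 0% = DMSO alone and 100% = apelin-13 at 10 nM; some results filed as inactive read as strong as hits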
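system = engineered CHO-K1 APJ arrestin reporter cells | input = 1000 cells per well | timing = overnight seeding, 90 min compound at 25 °C, 1 h detection | measured by = enzyme-fragment complementation luminescence | read-out = beta-arrestin recruitment to APJ as agonist activity, luminescent signal | control set = negative DMSO alone, positive Apelin-13 at 10 nM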
Mdm2-MdmX inh: inhibitors of human Mdm2/MdmX interaction. O15151+Q00987. SaOS-2 split-luciferase Mdm2/MdmX complementation, luminescence. inhibition, % at 8 µM. 330,000 tested, 3% active. AID 485346;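 active = inhibition of at least 50% at 8 µM in the primary screen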
Target sequence (O15151 whole entry, looked up): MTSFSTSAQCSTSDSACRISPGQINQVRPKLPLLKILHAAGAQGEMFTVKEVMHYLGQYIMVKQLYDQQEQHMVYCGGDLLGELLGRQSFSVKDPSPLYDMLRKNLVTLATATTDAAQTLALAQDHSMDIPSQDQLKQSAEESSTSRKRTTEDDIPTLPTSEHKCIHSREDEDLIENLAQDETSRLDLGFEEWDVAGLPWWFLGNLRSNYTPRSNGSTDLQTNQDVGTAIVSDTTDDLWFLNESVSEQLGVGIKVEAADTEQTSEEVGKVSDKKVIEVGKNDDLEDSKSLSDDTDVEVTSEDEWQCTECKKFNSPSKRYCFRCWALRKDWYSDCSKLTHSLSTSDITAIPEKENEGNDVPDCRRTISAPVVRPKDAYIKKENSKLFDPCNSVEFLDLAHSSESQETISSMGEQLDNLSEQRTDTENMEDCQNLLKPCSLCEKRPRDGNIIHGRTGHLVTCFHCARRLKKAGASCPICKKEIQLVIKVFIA
Target sequence (Q00987 whole entry, looked up): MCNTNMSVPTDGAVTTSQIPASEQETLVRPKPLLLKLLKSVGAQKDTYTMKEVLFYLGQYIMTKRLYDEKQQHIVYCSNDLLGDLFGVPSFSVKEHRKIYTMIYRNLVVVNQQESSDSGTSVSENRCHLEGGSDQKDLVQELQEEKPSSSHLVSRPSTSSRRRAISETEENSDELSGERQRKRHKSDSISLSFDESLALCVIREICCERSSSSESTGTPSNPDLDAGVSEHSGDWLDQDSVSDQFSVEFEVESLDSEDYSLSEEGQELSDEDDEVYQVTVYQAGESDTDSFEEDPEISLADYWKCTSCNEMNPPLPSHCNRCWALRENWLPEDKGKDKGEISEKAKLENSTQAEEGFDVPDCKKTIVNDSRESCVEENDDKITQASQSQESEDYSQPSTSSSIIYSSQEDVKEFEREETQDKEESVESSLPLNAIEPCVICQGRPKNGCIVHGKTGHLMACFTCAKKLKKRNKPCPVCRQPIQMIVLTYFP
CXCR6 inh: blocks human CXCR6 beta-arrestin recruitment. O00574. CHO-K1 PathHunter CXCR6 beta-arrestin, luminescence. inhibition, % at 20 µM. 360,000 tested, 0.36% active. AID 602244; in the data active = inhibition above about 34%, passing the limit was not always enough;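 also: antagonist mode with CXCL16 agonist at 10 nM final; 0% = 10 nM CXCL16 with DMSO and 100% = unstimulated wells without agonist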
CHOP UPR activ: apoptotic UPR (CHOP) activation; CHO-CHOP luciferase reporter, luminescence; percent of tunicamycin response over DMSO baseline; 330,000 tested, 0.34% active; AID 449763; activation, % at 10 µM;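 active = at 10 µM dose, activation of 40% or more, normalized to positive control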;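 also: 100% = tunicamycin at 10 µg/mL and 0% = DMSO alone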
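Test system: CHO CHOP reporter cells. Input: 500 CHO-CHOP cells per well. Medium: F12 with 10% FBS. Technique: luciferase luminescence. Measure: percent activation relative to tunicamycin control. Dosing: 10 µM compound, 0.5% DMSO. Timing: 16-18 h cell attachment, then 6 h compound exposure, 37 °C.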
CCR6 antagonist: blocks CCL20-driven beta-arrestin recruitment at human CCR6; 340,000 tested, 0.49% active; inhibition, % at 20 µM; CHO-K1 CCR6 PathHunter beta-arrestin, luminescence, CCL20-stimulated;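 active = compounds whose inhibition of the agonist-driven luminescence signal at 20 µM reaches about 50%, limit read from the data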;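 also: cells stimulated with CCL20 at 14 nM final; plate controls were DMSO with CCL20 for no effect and DMSO without agonist for full effect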
EBI2 antag: blocks human EBI2 receptor beta-arrestin signaling; P32249; EBI2 beta-arrestin recruitment, luminescence, 7a,25-OHC stimulated; inhibition, % at 5 µM; 360,000 tested, 0.81% active; AID 651636; in the data active = inhibition above about 38%;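 also: enzyme fragment complementation signal reports receptor beta-arrestin coupling in cells; 0% = agonist plus DMSO wells and 100% = wells without agonist; some results beyond the cut were filed as inactive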
Starred values were filed as active, the others as inactive.

SMILES | tim23-1 inh | UPR XBP1 act | APJ antag | APJ ag | Mdm2-MdmX inh | CXCR6 inh | CHOP UPR activ | CCR6 antagonist | EBI2 antag
COCCNC(=O)c1c(CSc2ccc(F)cc2)noc1C(=O)NCc1ccccc1 | 29 | 1 | 7 | -6 | -15 | 9 | -0.6 | 14 | 3
Cc1ccc(S(=O)(=O)NCC(=O)OCC(=O)Nc2ccc3c(c2)OCCO3)cc1 | 10 | -1 | 4 | -3 | 5 | -4 | 0.1 | 2 | -13
O=C(Nc1nn(Cc2ccccc2F)cc1Br)c1cccs1 | 17 | 0 | -17 | -4 | 14 | 6 | -0.3 | 3 | -18
OCCNc1nc(-c2ccccc2)c2cc(Br)ccc2n1 | 33 | 0 | 12 | -2 | 22 | -1 | -0.4 | -1 | -2
CCC(=O)Nc1cccc(NC(=O)COc2ccc(OC)cc2)c1 | 1 | 0 | -16 | 3 | -17 | -4 | 1.3 | 21 | -16
O=C(NCc1ccccc1)C1CC(=O)N(c2ccc(OCC(=O)N3CCOCC3)cc2)C1 (stereo unspecified) | 16 | -2 | 12 | -1 | -20 | 6 | 0.0 | -8 | 7
CCCc1n[nH]c2c1C(=O)C(C(=O)OC)C(C)(C)C2 (stereo unspecified) | 19 | -1 | -5 | -1 | 41 | 8 | -2.1 | -5 | -3
CCCn1c(=O)n(N)c2ccccc21 | 7 | 1 | -15 | -1 | -16 | 12 | -1.2 | -18 | -2
CCOc1ccc(-c2noc(CCC(=O)NCCc3ccccc3)n2)cc1OC | 10 | -4 | -6 | -2 | -18 | 6 | 2.1 | 8 | 3
Cc1nn(-c2ccccc2)c2c1C(c1ccco1)C(C#N)=C(N)O2 (stereo unspecified) | 24 | 2 | -7 | -2 | -1 | 4 | 1.1 | -5 | 7
CCOC(=O)N1CCN(c2c(-c3ccc(C(C)C)cc3)c(=O)c2=O)CC1 | 19 | 5 | -5 | -1 | -8 | 6 | 2.9 | 25 | 9
O=C(COC(=O)c1cc(Br)ccc1O)NNC(=O)c1ccc(Cl)cc1 | 8 | 1 | -16 | 3 | 7 | 0 | 1.0 | -10 | 10
CC1=NN(c2ccccc2)C(=O)/C1=C/C=C/C=C/N(C)C | 25 | -4 | 65* | -8 | 14 | 49* | -2.1 | 58* | 10
Cc1ccc(SCc2[nH]nc3c2C2(CCSCC2)C(C#N)=C(N)O3)cc1 | 25 | -2 | -1 | 6 | 4 | 4 | -0.8 | 11 | 1
O=C(Oc1ccc([N+](=O)[O-])cc1)c1cc(-c2ccccc2)nc2ccccc12 | 38 | 2 | 12 | -3 | 8 | 30 | 10 | 14 | 14
Cc1[nH]c2ccccc2c1C(=O)C(=O)N1CCN(c2cccc(Cl)c2)CC1 | 8 | -2 | -15 | -1 | 28 | 0 | 1.9 | -3 | 4
COc1cc(C(c2nnnn2C2CCCC2)N2CCN(C(=O)c3ccco3)CC2)cc(OC)c1OC (stereo unspecified) | 19 | 5 | 0 | 0 | 4 | 1 | -0.1 | 3 | 5
CC1=C(C(=O)OC2CCCCC2)C(c2cccnc2)n2nnnc2N1 (stereo unspecified) | 5 | 0 | -5 | -1 | 1 | -6 | -1.4 | 6 | -8
O=C(Nc1ccccc1)C1CC(=O)n2c(nc3ccccc32)N1 (stereo unspecified) | -1 | 2 | -4 | -4 | -12 | 0 | 1.1 | -1 | -12
COc1ccc(COC(=O)C2=C(C)NC(=O)NC2c2ccc(O)c(OC)c2)cc1 (stereo unspecified) | 15 | -1 | 3 | -2 | 32 | 2 | -0.9 | -5 | -2
O=P(c1ccccc1)(c1ccccc1)C1CCCO1 (stereo unspecified) | 7 | -2 | 7 | -3 | -5 | 1 | 2.7 | 10 | 4
COc1ccc(-c2cc(C(=O)N/N=C/c3cc(OC)c(OC)cc3OC)c3ccccc3n2)cc1 | -3 | 0 | -10 | 4 | 22 | 1 | 0.7 | 16 | -15
CC(=O)NC(CC(=O)Oc1ccc(C)cc1Br)c1ccccc1 (stereo unspecified) | 20 | -2 | -7 | 3 | 9 | -4 | 2.4 | 16 | 1
CCn1c(C2CC(=O)N(c3cc(C)cc(C)c3)C2)nc2ccccc21 (stereo unspecified) | 10 | -1 | 18 | -4 | 11 | 11 | 1.7 | 16 | 2
COc1ccc(-n2c(SCC(=O)N3CCCCC3)nc3ccccc3c2=O)cc1 | 17 | -4 | 4 | -3 | 10 | 8 | -1.0 | 10 | 4

The closing two entries of the part before come first, to join the parts:
SMILES | tim23-1 inh | UPR XBP1 act | APJ antag | APJ ag | Mdm2-MdmX inh | CXCR6 inh | CHOP UPR activ | CCR6 antagonist | EBI2 antag
CCn1c(C2CC(=O)N(c3cc(C)cc(C)c3)C2)nc2ccccc21 (stereo unspecified) | 10 | -1 | 18 | -4 | 11 | 11 | 1.7 | 16 | 2
COc1ccc(-n2c(SCC(=O)N3CCCCC3)nc3ccccc3c2=O)cc1 | 17 | -4 | 4 | -3 | 10 | 8 | -1.0 | 10 | 4
COc1ccc(OC)c(S(=O)(=O)Nc2cccc(C(C)=O)c2)c1 | -3 | 2 | 12 | 5 | -11 | -6 | 0.3 | 1 | 3
CCOC(=O)c1ccc(NC(=O)CN2CCN(C(=O)c3ccco3)CC2)cc1 | -3 | -4 | 6 | 4 | 5 | -3 | -0.2 | 6 | -7
CCCC(=O)Nc1nn(CC(C)C)c2nc3cc(C)ccc3cc12 | 2 | -3 | 6 | -2 | 30 | 1 | 0.7 | 4 | 2
O=C(ON=C1CCN(S(=O)(=O)c2ccccc2)CC1)c1cccc(Cl)c1 | 45 | 0 | -6 | 3 | -26 | -14 | -0.6 | 1 | -5
Cc1c(Cl)c([N+](=O)[O-])nn1CCCC(=O)NC1CCCCC1 | 15 | -1 | 23 | -3 | 17 | 2 | 1.2 | 4 | -8
O=C(Nc1cc2ccccc2oc1=O)C1CCCCC1 | 10 | -4 | 13 | -1 | -83 | -3 | 1.2 | 6 | 21
O=C(CN1C(=O)NC2(CCCCCCC2)C1=O)NCc1ccc2c(c1)OCO2 | -5 | -2 | -10 | 6 | -2 | -1 | 0.1 | 5 | -13
Cn1cccc1Cc1nnc(SCC(=O)N2CCCc3ccccc32)n1-c1ccc(F)cc1 | 9 | 1 | 18 | -5 | 0 | 5 | 0.3 | 1 | 15
CCCC(=O)Nc1ccc(-c2csc(-c3cccnc3)n2)cc1 | 33 | 4 | 5 | 7 | -22 | -8 | 5.7 | 10 | 2
O=S(=O)(NCCN1CCOCC1)c1ccc(Cl)c(Cl)c1 | -18 | 0 | 11 | 0 | -20 | -7 | 1.4 | 10 | 1
CCOC(=O)C1CCCN(C(=O)C2CCN(S(=O)(=O)N3CCC4(CC3)OCCO4)CC2)C1 (stereo unspecified) | 2 | -4 | 6 | -4 | 16 | -4 | -0.1 | -2 | -12
CCC(C)c1ccc(OCC(=O)Nc2ccc3c(c2)C(=O)NC3=O)cc1 (stereo unspecified) | 21 | -4 | -46 | 1 | -4 | -7 | 1.4 | -2 | 5
COc1ccc(-c2cccc3c2NC(=O)C3=O)cc1OC | 18 | 3 | 32 | -6 | -14 | 2 | -1.0 | 11 | 15
CC(=O)c1cccc(NC(=O)C(C)OC(=O)CCCN=C2NS(=O)(=O)c3ccccc32)c1 (stereo unspecified) | 5 | -2 | 15 | 8 | 24 | 3 | 0.3 | 15 | -4
CN(Cc1ccccc1Br)C(=O)CN1C(=O)NC2(CCCCCC2)C1=O | 26 | -1 | -1 | -3 | 5 | 1 | 0.0 | 3 | -5
CC(=O)Nc1ccc(S(=O)(=O)NCc2nc(-c3ccccc3Cl)no2)cc1 | -6 | 0 | 0 | 0 | 12 | -2 | -0.7 | 4 | 5
CCOc1cc(C(=O)Nc2cc(C)ccc2OC)ccc1OCC(=O)N1CCCCC1 | 23 | -3 | -5 | -1 | -29 | -4 | 0.6 | 3 | -4
Oc1ccccc1-c1ccn[nH]1 | 2 | 2 | 8 | 0 | 21 | -1 | 0.2 | 3 | 0
CCC(=O)Nc1ccc(NC(=O)CSc2nnc(-c3ccco3)n2CC)cc1 | 10 | -1 | -8 | 0 | -5 | -7 | 1.4 | 8 | -10
O=C(Nc1ccc(Br)cc1F)c1sccc1-n1cccc1 | 0 | -2 | 0 | -3 | 7 | 3 | 2.5 | 16 | 16
Cc1cccnc1NC(=O)C1CCCN(S(=O)(=O)c2ccc3c(c2)oc(=O)n3C)C1 (stereo unspecified) | -4 | -2 | -4 | -2 | 33 | 0 | -2.5 | 3 | -2
COC(=O)C1CCN(CC(=O)Nc2ccccc2Sc2ccccc2)CC1 | 7 | -3 | 2 | -2 | 3 | 6 | -3.1 | 8 | 10
COC(=O)c1nnn(-c2cccc(Cl)c2)c1C(=O)OC | 14 | -4 | 10 | 2 | 13 | -2 | -0.4 | 1 | -2
CCS(=O)(=O)N1CCC(NC(=O)c2ccco2)CC1 | 8 | -1 | 1 | -3 | 19 | -4 | 0.5 | -12 | -3

Structures listed so far marked active in APJ antag:
mol	UPR XBP1 act	APJ antag	Mdm2-MdmX inh	CXCR6 inh	CCR6 antagonist	EBI2 antag
CC1=NN(c2ccccc2)C(=O)/C1=C/C=C/C=C/N(C)C	-4	65*	14	49*	58*	10

Random excerpt: two entries already listed.
SMILES | tim23-1 inh | UPR XBP1 act | APJ antag | APJ ag | Mdm2-MdmX inh | CXCR6 inh | CHOP UPR activ | CCR6 antagonist | EBI2 antag
Cc1ccc(S(=O)(=O)NCC(=O)OCC(=O)Nc2ccc3c(c2)OCCO3)cc1 | 10 | -1 | 4 | -3 | 5 | -4 | 0.1 | 2 | -13
Cc1[nH]c2ccccc2c1C(=O)C(=O)N1CCN(c2cccc(Cl)c2)CC1 | 8 | -2 | -15 | -1 | 28 | 0 | 1.9 | -3 | 4

One compound at a time, from the list above. Values in the order: tim23-1 inh, UPR XBP1 act, APJ antag, APJ ag, Mdm2-MdmX inh, CXCR6 inh, CHOP UPR activ, CCR6 antagonist, EBI2 antag
Profile of CCOc1cc(C(=O)Nc2cc(C)ccc2OC)ccc1OCC(=O)N1CCCCC1 → 23, -3, -5, -1, -29, -4, 0.6, 3, -4
Profile of O=C(Nc1ccc(Br)cc1F)c1sccc1-n1cccc1 → 0, -2, 0, -3, 7, 3, 2.5, 16, 16

An excerpt, so the mix of outcomes need not match the whole.
